# From PubChem
# Spn MK inh – blocks S. pneumoniae mevalonate kinase; purified MK, PK/LDH-coupled NADH absorbance 340 nm; inhibition, % at 10 µM; hit rate 0.48% among 65,000;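 active = ranked among the strongest by inhibition in the single 10 µM screen, a fixed top-ranked set picked for dose follow-up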; note: no value below 0 was filed
# Bfl-1 inhibitors – Bfl-1 inhibitors, primary screen, biochemical, fluorescence polarization, FITC-Bid, mouse (AID 432). FITC-Bid BH3 peptide fluorescence polarization displacement; higher % means a stronger effect. displacement, % at 20 µM, or IC50 in µM where a hit was titrated. hit rate 0.02% among 64,000; in the data active = a potency from the dose series; inactive = the rest, 99 in 100 with displacement below about 15%; note: strong numbers were not always called active
# LYP phosphatase – LYP phosphatase inhibitors, primary screen, biochemical, DiFMUP fluorescence, recombinant catalytic domain, 10 µM (AID 606); recombinant LYP catalytic domain, DiFMUP fluorescence; higher % means a stronger effect; inhibition, % at 10 µM, or IC50 in µM where a hit was titrated; 52,000 tested, under 10 active;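 active = IC50 under 40 µM in the dose-response test; inactive = IC50 of 40 µM or more, or never dose-tested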
# PMK inhibit – inhibitors of Streptococcus pneumoniae phosphomevalonate kinase. purified PMK, PK/LDH-coupled NADH absorbance 340 nm. inhibition, % at 10 µM. hit rate 0.49% among 65,000;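 active = top-ranked compounds by inhibition in the single 10 µM screen, taking a fixed number of the strongest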;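 note: 0% = full reaction with DMSO carrier and 100% = background rate without enzyme reaction; no value below 0 was filed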
# HPDE-C7 viability – HPDE-C7 pancreatic duct cell viability loss – fluorescence, HTS (AID 430); HPDE-C7 pancreatic duct cells viability, fluorescence; higher % means a stronger effect; one-dose cytotoxicity, % at 10 µM; EC50 in µM for titrated hits; hit rate 1.8% among 63,000;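 note: cells exposed to compound for 48 hours before viability readout; 0% = vehicle and 100% = reference cytotoxic drug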
# DPM-DC inhibit – blocks S. pneumoniae diphosphomevalonate decarboxylase | hit rate 0.49% among 65,000 | purified DPM-DC, PK/LDH coupled NADH fluorescence | AID 556 | calls only at 10 µM;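 active = the 320 compounds with the highest percent inhibition in the single-dose primary screen, excluding strongly autofluorescent ones, cut at about 32% in these data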;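 note: kinetic rate of NADH fluorescence loss reporting ADP formed by the decarboxylase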
# KRASV12 cytotoxicity – viability loss of HPDE-C7K cells – cell-based, fluorescence, HTS, primary screen (AID 431); HPDE-C7K KRASV12 cells, Alamar Blue viability, 48 h; higher % means a stronger effect; cytotoxicity, % at 10 µM, or EC50 in µM where a hit was titrated; hit rate 1.7% among 63,000;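 active = compounds whose percent cytotoxicity in the single-dose primary screen, scaled between solvent and toxic-drug controls, exceeds 50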;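 note: 0% = DMSO solvent wells and 100% = doxorubicin-treated wells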
# Alkaline phosphatase – inhibition of tissue-nonspecific alkaline phosphatase – biochemical, luminescent (AID 518); hit rate 0.09% among 64,000; inhibition, % at 20 µM, or IC50 in µM where a hit was titrated; purified TNAP enzyme, luminescent substrate readout; higher % means a stronger effect; in the data active = a potency from the dose series; inactive = the rest, 99 in 100 with inhibition below about 22%;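 note: plate controls were vehicle for no effect and reference inhibitor for full effect; many of its hits are not listed in these tables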
# HT1080 viability – HT1080 cell viability loss – fluorescence readout (AID 620); HT1080 viability, fluorescence; higher % means a stronger effect; cytotoxicity, % at 10 µM; hits with a dose series show EC50 in µM; hit rate 0.42% among 87,000;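 note: cells exposed to compound overnight then 4 h with Alamar Blue; 0% = vehicle DMSO and 100% = killing control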
# PMK inhibit pilot replicates – recorded beside PMK inhibit, whose call it bears; inhibition, %; measured here: pilot screen replicates
# Spn MK inh pilot replicates – further read-out of Spn MK inh, marked with its call; inhibition, %; measured here: pilot screen replicates
# DPM-DC inhibit pilot screen % – second read-out of DPM-DC inhibit, no call of its own (marks repeat the call); inhibition, %; measured here: pilot screen trials
# Starred values were filed as active, the others as inactive; i = inactive; / = no result given; + = active, no number. Cut-off read from the data, not from the text of the source, unless noted: active = cytotoxicity above about 50%; inactive = the rest.
SMILES,Spn MK inh,Bfl-1 inhibitors,LYP phosphatase,PMK inhibit,HPDE-C7 viability,DPM-DC inhibit,KRASV12 cytotoxicity,Alkaline phosphatase,HT1080 viability,others
O=C(O)C1C2C=CC3(CN(Cc4ccco4)C(=O)C13)O2 (stereo not given),6,4%,19%,6,-6%,i,2%,7%,-4%,
COc1ccccc1Oc1c(C)oc2cc(OC(=O)c3ccco3)ccc2c1=O,8,-7%,9%,8,-1%,i,0%,0%,-6%,
CCCCC(c1nnnn1CC1CCCO1)N1CCN(c2nc3ccccc3s2)CC1 (stereo not given),6,6%,/,3,-10%,i,-7%,-1%,-12%,
CN1CCN(CCCn2cnc3c(=O)oc4ccccc4c32)CC1,1,0%,/,11,-4%,i,-4%,21%,7%,
O=C(O)C1CCCCC1C(=O)N1CC=C(c2ccccc2)CC1 (stereo not given),4,-1%,2%,10,-19%,i,2%,1%,8%,
Cn1cnc(S(=O)(=O)NCc2cccs2)c1,0,4%,14%,18,9%,i,4%,16%,-11%,PMK inhibit pilot replicates=0.5;Spn MK inh pilot replicates=0.0;DPM-DC inhibit pilot screen %=0.0
Cc1cccc2sc(NC(=O)CN(C)S(=O)(=O)c3ccc(Br)s3)nc12,6,-1%,2%,14,12µM*,i,12µM*,10%,/,
C=CCn1c(SCc2nc3ccccc3[nH]2)nnc1-c1ccccn1,3,-8%,-5%,8,5%,i,-3%,-2%,15%,
CCOc1ccc(-c2nnc(NC(=O)CCCOc3cccc(C)c3)o2)cc1,2,-1%,-2%,11,2%,i,10%,18%,8%,
O=C1C/C(=C/NCc2ccccc2)C(=O)N1,5,7%,9%,11,8%,i,0%,10%,-5%,PMK inhibit pilot replicates=0.5;Spn MK inh pilot replicates=1.0;DPM-DC inhibit pilot screen %=0.0
O=C(NCc1ccco1)C1Cc2ccccc2CN1S(=O)(=O)c1ccccc1F (stereo not given),7,-1%,-9%,6,-17%,i,-9%,5%,-1%,PMK inhibit pilot replicates=0.0;Spn MK inh pilot replicates=0.0;DPM-DC inhibit pilot screen %=5.5
CC1=C(C)C(=O)N(c2ccc(C(=O)O)cc2)C1=O,0,0%,13%,16,-11%,i,-9%,6%,-2%,
Cc1ccc(S(=O)(=O)N2CCCC(C(=O)NCC3COCCO3)C2)cc1 (stereo not given),3,-3%,/,1,-8%,i,-10%,11%,-7%,
Cc1cc2oc(=O)cc(C)c2cc1NC(=O)CCC(=O)O,9,-1%,16%,5,-1%,i,3%,13%,4%,
CC(C)NC(=O)c1ccc(-c2ccccc2C(F)(F)F)o1,3,4%,11%,12,4%,i,7%,8%,6%,
COCCN1Cc2cccc(C(=O)Nc3cccc(OC)c3)c2C1=O,0,-7%,7%,14,-6%,i,-4%,5%,6%,
CC[N+](CC)(CCO)CCCN1C(=O)C2CC=C(Cl)CC2C1=O (stereo not given),0,2%,-1%,0,-14%,i,3%,11%,1%,
O=C(O)C1CCCCC1C(=O)Nc1ccccc1Nc1ccccc1 (stereo not given),0,1%,7%,9,5%,i,1%,2%,9%,
Cc1cccc(NC(=O)c2cc(-c3ccco3)nc3ccccc23)n1,1,-3%,1%,6,46%,/,20%,4%,-4%,
O=C(O)C1Sc2[nH]c(=O)sc2C2c3cc(Cl)ccc3OC(=O)C12 (stereo not given),14,8%,2%,9,10%,i,-6%,6%,-3%,
COc1ccc(N(CC(=O)Nc2cccc(OC)c2)S(=O)(=O)c2c(C)nn(C)c2C)cc1,10,-4%,16%,15,-1%,i,4%,10%,9%,
COC(=O)CCC(NC(=O)OCc1ccccc1)C(=O)NC(CC(C)C)C(=O)OC (stereo not given),1,-10%,12%,13,7%,i,5%,0%,-5%,
C=CCN(C(=O)CCC(=O)Nc1cc(C)on1)C(C(=O)NC(C)(C)C)c1cccc(OC)c1OC (stereo not given),7,-2%,/,13,-4%,i,-13%,9%,2%,
COCCOC(=O)C1=C(C)NC2=C(C(=O)CC(C)(C)C2)C1c1ccc(N(C)C)cc1 (stereo not given),6,-2%,-1%,5,-3%,i,8%,10%,-2%,
O=C(Nc1cccc(Cl)c1)N(CCN1CCOCC1)Cc1cccc(Cl)c1,3,-4%,/,7,11%,i,-2%,2%,24%,
CCOC(=O)c1cc2c(=O)n3ccccc3nc2n(C(C)C)c1=NC(=O)c1ccncc1,8,4%,/,4,2%,+,5%,7%,-4%,
CC1CCN(C(=O)CSCC(=O)Nc2nc(-c3cccs3)cs2)CC1,5,-5%,/,6,7%,i,-2%,17%,4%,PMK inhibit pilot replicates=5.0;Spn MK inh pilot replicates=0.0;DPM-DC inhibit pilot screen %=0.0
Nc1nonc1-c1nc2ccccc2n1CC(=O)N1CCCCC1,5,-7%,-3%,12,-11%,i,-7%,8%,-1%,
CC(=O)Nc1cccc(NC(=O)C2CCCN2C(=O)Nc2ccc(Cl)cc2)c1 (stereo not given),0,-10%,3%,8,-10%,i,-1%,1%,25%,
COc1ccc(OC)c(C2=C[N+](=O)C(C)(C)C(C)(C)N2[O-])c1,5,8%,21%,7,10%,i,0%,-4%,1%,
Cc1ccc(-c2nnn(CC(=O)N(Cc3ccccc3)C(C(=O)NC3CCCC3)c3ccncc3)n2)o1 (stereo not given),0,14%,12%,5,-20%,i,0%,4%,-2%,
CCc1ccc(O)c(N=Cc2ccccc2O)c1,1,0%,/,7,10%,i,26%,4%,4%,
Cc1cccc(N(C2C=CS(=O)(=O)C2)S(=O)(=O)c2ccccc2)c1 (stereo not given),7,-4%,4%,2,11%,i,3%,9%,8%,
COCCN(Cc1ccccc1)P(=O)(O)c1ccccc1OCC(=O)O,2,-1%,3%,5,-1%,i,4%,16%,0%,
CN1CCN(C(=O)C2C3C=CC(C3)C2C(=O)O)CC1 (stereo not given),3,-2%,-3%,0,-10%,i,-2%,9%,2%,
Cc1ccc(SCc2cc(=O)[nH]c(N3CCN(Cc4ccc5c(c4)OCO5)CC3)n2)cc1,14,-6%,12%,1,7%,i,0%,8%,-5%,

# Molecules above containing an aryl thioether with sulfur outside any ring (2):
SMILES,Spn MK inh,Bfl-1 inhibitors,LYP phosphatase,PMK inhibit,HPDE-C7 viability,DPM-DC inhibit,KRASV12 cytotoxicity,Alkaline phosphatase,HT1080 viability,others
C=CCn1c(SCc2nc3ccccc3[nH]2)nnc1-c1ccccn1,3,-8%,-5%,8,5%,i,-3%,-2%,15%,
Cc1ccc(SCc2cc(=O)[nH]c(N3CCN(Cc4ccc5c(c4)OCO5)CC3)n2)cc1,14,-6%,12%,1,7%,i,0%,8%,-5%,

# Additional records follow.
SMILES,Spn MK inh,Bfl-1 inhibitors,LYP phosphatase,PMK inhibit,HPDE-C7 viability,DPM-DC inhibit,KRASV12 cytotoxicity,Alkaline phosphatase,HT1080 viability,others
CCOc1ccc(NS(=O)(=O)c2ccc(SC)cc2)cc1,9,2%,5%,2,7%,i,9%,10%,-2%,
CCn1c(SCC(=O)c2ccccc2)nnc1-c1cc2cc(Br)ccc2o1,4,-13%,0%,10,4%,i,8%,11%,-2%,
Cc1ccc2nc(NC(=O)CN3CCOCC3)sc2c1,8,-9%,12%,9,1%,i,-4%,11%,1%,
Cc1c(NC(=O)N2CCCCCC2)c(=O)n(-c2ccccc2)n1C,8,-2%,7%,10,-31%,i,-26%,13%,26%,
CCCC(=O)OCCNC(=O)c1cc2ccccc2oc1=O,4,-4%,-18%,7,3%,i,1%,0%,-6%,
Cn1c(C(=O)N2CCCC(C(=O)NCCc3ccccc3)C2)cc2sccc21 (stereo not given),9,-3%,13%,10,-2%,i,0%,1%,-4%,
Cn1c(Cn2c(=O)sc3ccccc32)nnc1SCC(=O)Nc1ccccc1,2,3%,/,2,-9%,i,5%,-1%,0%,
COc1ccc(N2CC(C)Cn3c2nc2c3c(=O)[nH]c(=O)n2C)cc1 (stereo not given),10,-1%,/,11,/,i,/,10%,-11%,
COc1ccccc1N1CCN(c2nc3ccccc3n3nnnc23)CC1,0,10%,10%,7,-18%,i,-12%,0%,-3%,
O=C(c1cc(-c2cccc(O)c2)on1)N1CCOCC1,9,4%,4%,0,12%,i,7%,13%,6%,
CCSc1ncc(Cl)c(C(=O)N(Cc2ccc(N(C)C)cc2)C2CCS(=O)(=O)C2)n1 (stereo not given),12,-3%,9%,12,-9%,i,-1%,9%,8%,
O=C1c2ccccc2C(=O)N1CCc1nn[nH]n1,8,-2%,10%,5,0%,i,-8%,9%,/,
OC(COc1cccc2ccccc12)CN1CCN(c2ccccn2)CC1 (stereo not given),21,4%,12%,4,/,i,/,8%,-2%,
C=CCn1c(=O)c2ccccc2n2c(SCc3cc(=O)n4ccsc4n3)nnc12,6,-5%,/,7,-3%,i,-7%,-2%,24%,
CC(c1ccccc1)N1CNc2c(c(=O)n(C)c(=O)n2C)C1 (stereo not given),0,-1%,17%,7,-9%,i,-21%,4%,0%,
Cc1oc(-c2ccc(Cl)cc2)nc1CN1CCCC(C(=O)N2CCc3ccccc32)C1 (stereo not given),4,6%,/,11,6%,i,2%,10%,10%,
CC(=O)NC(c1ccccc1)c1nc2ccccc2[nH]1 (stereo not given),10,/,-1%,0,/,i,/,/,26%,
CSc1ccc(C2C(C#N)=C(N)N(c3ccccc3)C3=C2C(=O)CCC3)cc1 (stereo not given),8,-8%,0%,3,13%,i,8%,11%,7%,
COC(=O)c1ccc(CSc2ncnc3ccccc23)o1,19,-2%,12%,0,-1%,i,3%,6%,-5%,
CCOC(=O)c1ccc2nc(NC(NC(C)=O)(C(=O)OC)C(F)(F)F)sc2c1 (stereo not given),1,-2%,9%,5,-10%,i,-14%,18%,-3%,PMK inhibit pilot replicates=1.0;Spn MK inh pilot replicates=4.0;DPM-DC inhibit pilot screen %=0.0
CCOC(=O)N1CCN(CC(=O)Nc2ccc(C)c(Br)c2)CC1,36,-7%,5%,2,-32%,i,-9%,0%,0%,
CCN1C(=O)c2cccc3c(S(=O)(=O)NC(Cc4c[nH]c5ccccc45)C(=O)O)ccc1c23 (stereo not given),6,4%,1%,6,5%,i,-13%,9%,-2%,
NC(=O)c1cc(N)ccc1N1CCCC1,8,-2%,2%,4,33%,i,26%,4%,16%,
COc1ccc(CCNC(=O)C2CCCN(Cc3nc(-c4cccc(Cl)c4)oc3C)C2)cc1OC (stereo not given),0,5%,/,15,12%,i,11%,9%,15%,
CCOC(=O)COn1c(=O)c(-c2ccc(OC)c(OC)c2)[n+]([O-])c2ccccc21,4,-9%,-5%,7,-10%,i,-10%,11%,-14%,

# 3 compounds already listed, sorted by length of the SMILES, smallest number first:
SMILES,Spn MK inh,Bfl-1 inhibitors,LYP phosphatase,PMK inhibit,HPDE-C7 viability,DPM-DC inhibit,KRASV12 cytotoxicity,Alkaline phosphatase,HT1080 viability,others
COC(=O)c1ccc(CSc2ncnc3ccccc23)o1,19,-2%,12%,0,-1%,i,3%,6%,-5%,
CSc1ccc(C2C(C#N)=C(N)N(c3ccccc3)C3=C2C(=O)CCC3)cc1 (stereo not given),8,-8%,0%,3,13%,i,8%,11%,7%,
Cc1oc(-c2ccc(Cl)cc2)nc1CN1CCCC(C(=O)N2CCc3ccccc32)C1 (stereo not given),4,6%,/,11,6%,i,2%,10%,10%,
